Bioassay records from PubChem.
NOD2 inhibition – NOD2 signaling inhibitors, cell-based, luminescence, uHTS, HEK293 (AID 1566) | HEK293 NOD2/NF-kB luciferase reporter, luminescence; higher % means a stronger effect | inhibition, % at 4 µM, or EC50 in µM where a hit was titrated | 290,000 tested, 0.63% active; note: many of its hits are not listed in these tables
KOR beta-arrestin-1 – KOR antagonists, beta-arrestin recruitment, cell-based, luminescence, uHTS (AID 1778); KOR beta-arrestin recruitment, luminescence, antagonist mode; higher % means a stronger effect; one-dose inhibition, % at 10 µM; IC50 in µM for titrated hits; 290,000 tested, 0.091% active; note: strong numbers were not always called active
GPR55 activation – GPR55 agonists via beta-arrestin recruitment, primary screen, imaging, U2OS cells, beta-arrestin-GFP redistribution (AID 1961). G-protein coupled receptor 55 (Homo sapiens). U2OS GPR55 beta-arrestin-GFP redistribution imaging; higher % means a stronger effect. activation, % at 10 µM; hits with a dose series show EC50 in µM. 290,000 tested, 0.048% active;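 active = activation above 40% with more than 50 cells counted in the well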;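 note: U2OS osteosarcoma cells stably expressing GPR55 and beta-arrestin-GFP; plate controls were DMSO negative control for no effect and LPI positive control for full effect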
NTR1 ag – agonists of NTR1, primary screen, imaging, U2OS cells, beta-arrestin-GFP, high content (AID 493036); 330,000 tested, 0.17% active; NTR1-U2OS beta-arrestin-GFP spot imaging, agonist mode; activation, % at 20 µM;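 active = activation at or above 40% of the spot to cytoplasm intensity ratio, with at least 20 cells analyzed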;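 note: 0% = DMSO without peptide and 100% = 100 nM NTR1 peptide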
Target sequence (P30989 whole entry, looked up): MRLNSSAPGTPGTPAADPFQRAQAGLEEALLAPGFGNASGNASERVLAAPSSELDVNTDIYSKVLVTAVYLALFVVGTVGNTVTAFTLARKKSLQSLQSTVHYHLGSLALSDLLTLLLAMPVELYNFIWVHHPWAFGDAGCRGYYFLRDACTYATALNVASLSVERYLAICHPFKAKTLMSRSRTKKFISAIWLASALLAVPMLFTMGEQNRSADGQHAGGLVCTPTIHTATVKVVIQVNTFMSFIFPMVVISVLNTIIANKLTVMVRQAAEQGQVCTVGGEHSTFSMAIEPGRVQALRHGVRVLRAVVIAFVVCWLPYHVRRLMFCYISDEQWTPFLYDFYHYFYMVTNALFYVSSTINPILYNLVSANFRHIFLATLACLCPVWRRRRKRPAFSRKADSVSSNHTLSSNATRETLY
Yfh1-off respiration – enhancers of respiration in Yfh1-depleted yeast, dose response, Friedreich's ataxia, plus single-dose screen (AID 1465); S. cerevisiae Yfh1-off respiration, WST-1 reduction, 72 h; higher fold induction means a stronger effect; fold induction at 50 µM, or EC50 in µM where a hit was titrated; 220,000 tested, 0.074% active;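 active = fold induction of absorbance versus untreated yeast above a set limit, then at least 30% activation at any dose in follow-up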;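 note: activators that raise dye reduction in frataxin-depleted yeast; strong numbers were not always called active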
KOR beta-arrestin-2 – KOR agonists, beta-arrestin recruitment, primary screen, cell-based, luminescence, uHTS (AID 1777); Kappa-type opioid receptor (Homo sapiens); KOR beta-arrestin recruitment, luminescence; higher % means a stronger effect; activation, % at 10 µM, or EC50 in µM where a hit was titrated; 280,000 tested, 0.02% active; in the data active = activation above about 50%, passing the limit was not always enough; note: a part of the inactive calls stands beside numbers as strong as those of hits
TNAP activators – human TNAP enzyme activators, primary screen, biochemical, luminescent, no phosphate acceptor, uHTS (AID 1001) | Alkaline phosphatase, tissue-nonspecific isozyme (Homo sapiens) | purified TNAP, luminescent activation assay, no phosphate acceptor; higher activation fold means a stronger effect | one-dose activation fold at 20 µM; EC50 in µM for titrated hits | 200,000 tested, 0.03% active; in the data active = activation fold from about 3, or a potency from the dose series; inactive = the rest, 99 in 100 with activation fold below about 1.6; note: many of its hits are not listed in these tables
NOD1 NF-kB reporter – NOD1 signaling inhibitors, primary screen, cell-based, luminescence, uHTS (AID 1578) | NOD1-driven NF-kB luciferase reporter cells, luminescence; higher % means a stronger effect | one-dose inhibition, % at 4 µM; EC50 in µM for titrated hits | 290,000 tested, 1% active; in the data active = inhibition mostly above about 36%, no sharp cut-off; inactive = mostly below about 34%;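 note: HEK-293T reporter cells stimulated with the NOD1 agonist gamma-tri-DAP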
ER stress rescue – rescue of cells from ER stress-induced death, primary screen, 384-well, CSM14.1, thapsigargin, ATP luminescence (AID 1222). CSM14.1 thapsigargin-induced death rescue, ATP luminescence; higher % means a stronger effect. cellular ATP content (survival), % at 20 µM; hits with a dose series show EC50 in µM. 190,000 tested, under 10 active;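 active = EC50 below 50 µM in the dose-response confirmation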;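 note: death triggered by thapsigargin at about 15 µM added after 2 h compound pretreatment; cell ATP read after overnight thapsigargin exposure of roughly 18 to 22 hours; normalized against plate controls of thapsigargin alone and 5% DMSO vehicle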
NTR1 ag cell count 20 µM – second read-out of NTR1 ag, no call of its own (marks repeat the call); cell count; measured here: cell count, cytotoxicity flag
* hit, by the source's call; i = inactive; nt = no result given; [ ] = remark or other dose. Cut-off read from the data, not from the text of the source, unless noted: active = inhibition above about 50%; inactive = the rest. Only part of the results is shown (hit frequency here may not be typical).

SMILES,NOD2 inhibition,KOR beta-arrestin-1,GPR55 activation,NTR1 ag,NTR1 ag cell count 20 µM,Yfh1-off respiration,KOR beta-arrestin-2,TNAP activators,NOD1 NF-kB reporter,ER stress rescue
COC(=O)/C(=C(/F)Sc1cc(C)c(O)c(C)c1)C(F)(F)F,-4%,-21%,0.2%,13,53,i,0.5%,1,-10%,-2.2%
COc1ccccc1NC(=O)c1cc(S(=O)(=O)N2CCc3ccccc32)ccc1F,48%,-4%,0.4%,1.8,58,nt,-0.4%,nt,2%,nt
CC(C)Cc1nnc(NC(=O)CCC(=O)Nc2ccccc2F)s1,-9%,12%,0.0%,-0.3,63,i,-1.6%,nt,-3%,nt
CN1CCN(C2OC(=O)c3ccccc32)CC1 (configuration not stated),9%,14%,0.6%,-0.9,84,i,-2.3%,1.1,-2%,-0.7%
O=C(CSc1ccc2nnc(-c3ccc(Cl)cc3)n2n1)N1CCCC1,-4%,-3%,-0.1%,-0.4,85,i,-2.3%,1.1,-16%,-0.7%
COc1ccc(N2CCN(CCCn3c(=S)[nH]c4ccccc4c3=O)CC2)cc1,-87%,-10%,-0.1%,1.4,84,nt,-2.5%,nt,-12%,nt
COc1ccc(OC)c(-c2cc(-c3cccnc3)nc(N)c2C#N)c1,-17%,-4%,-0.1%,1.2,48,i,nt,nt,2%,nt
COc1ccc(OC)c(N(CC(=O)Nc2ccc3c(c2)OCCO3)S(C)(=O)=O)c1,6%,6%,-0.2%,-1.3,29,i,3.2%,1.1,-6%,nt
CCN(CC)C(=O)COc1cccc2ccccc12,0%,-1%,0.0%,2.4,79,i,-5.4%,1.1,-1%,-2.2%
Cc1cc(C)c2nc(C)cc(Nc3ccc(C(=O)N(C)C)cc3)c2c1,17%,12%,0.2%,-0.8,62,i,-1.1%,nt,3%,nt
C/C(=N\NC(=O)CCc1ccc(S(=O)(=O)N2CCOCC2)cc1)c1ccc(Br)cc1,0%,4%,0.0%,3.1,67,i,-3.0%,1.1,-22%,0.5%
OCCC1CN(Cc2nc3c(s2)CCCC3)CCN1Cc1ccsc1 (configuration not stated),-9%,2%[20 µM],-0.1%,1.3,43,i,-3.1%,1.1,-18%,-1.1%
COCCNC(=O)C1CC2Cn3c(nc4cc5ccccc5cc43)C2N1C (configuration not stated),-7%,5%,-0.1%,-0.4,96,i,6.0%,nt,7%,nt
CC1Cc2cc(/C(O)=C3/C(=O)C(=O)N(CCCN(C)C)C3c3ccncc3)ccc2O1 (configuration not stated),16%,-31%,-0.1%,nt,nt,i,5.1%,1.1,nt,-2.2%
COc1cc(NS(=O)(=O)c2ccc(NC(=O)c3ccc(Cl)cc3Cl)cc2)ncn1,-4%,17%,0.8%,0.3,65,nt,1.4%,nt,-27%,nt
COc1ccc(-c2cc(=O)oc3c(C)c(OC(C)C(=O)Nc4ccc(CN5CCOCC5)cc4)ccc23)cc1 (configuration not stated),49%,13%,0.5%,0.4,67,nt,6.3%,nt,-6%,nt
COc1ccc(CNC(=O)c2sc(=S)n(-c3ccccc3)c2N)cc1,20%,-3%,-0.3%,-0.6,35,i,10%,nt,-1%,nt
Cc1ccc(-n2nnnc2SCn2nnc3ccccc3c2=O)cc1,-28%,-14%,-0.1%,0.1,33,i,-1.2%,1,-22%,4.9%
Clc1ccc(-n2ncc3c(NCc4ccc5c(c4)OCO5)ncnc32)cc1,-29%,-95%,-0.2%,9.0,67,i,1.9%,1.1,-43%,-0.6%
COC(=O)CCC(=O)c1ccn(S(=O)(=O)c2ccccc2)c1,9%,10%,0.0%,-1.3,89,nt,-1.4%,nt,3%,nt
COc1ccccc1N1CCN(CC(O)COc2c(OC)cccc2OC)CC1 (configuration not stated),4%,16%,0.2%,-1.5,79,i,2.7%,1.1,-13%,-0.6%
Cc1cccc(-n2c(Cc3cc(=O)[nH]c(=O)[nH]3)nnc2SC(C)C)c1,-12%,-27%,0.5%,-2.3,59,i,-5.6%,1,13%,-2.2%
Cc1ccc(N2C(=O)CS/C2=C(\C(Cl)=C(Cl)Cl)[N+](=O)[O-])cc1,6%,-6%,-0.1%,-1.2,52,i,-5.4%,0.9,9%,0.8%
CCC(C)(C(=O)NC1CCCCC1)N(C(=O)Cc1cccs1)c1ccccc1 (configuration not stated),-27%,8%,-0.4%,3.5,49,i,-0.7%,1.1,-17%,-2.9%
Cc1ccc(-c2csc3ncnc(Cl)c23)cc1,12%,-4%,-0.3%,4.2,60,i,7.7%,1,0%,0.6%
Cc1ccc(NC(=O)O/N=C/c2ccc(F)cc2)cc1,-28%,-44%[20 µM],0.3%,0.0,62,nt,1.9%,nt,-50%,nt
CCc1cccc(NC(=O)CSC2=NS(=O)(=O)c3ccccc32)c1,17%,29%,-0.1%,3.9,59,i,-1.7%,1.2,11%,1.0%
COc1ccc(Nc2nc(-c3ccccc3F)nc3ccccc23)cc1OC,15%,4%,0.3%,12,96,nt,2.3%,nt,1%,nt
CCOC(=O)CSc1nnc(CNC(=O)c2cc(OCC)c(OCC)c(OCC)c2)n1C,3%,-4%,0.5%,0.6,77,i,-2.2%,1.2,-10%,0.3%
CNC[C@H](CC1CCCCC1)NC[C@H](Cc1ccccc1)NCCC12CC3CC(CC(C3)C1)C2,9%,-38%[20 µM],7.2%,5.0,8,nt,0.8%,nt,-8%,nt
Cc1ccc(NC(=O)C/C(N)=N/OC(=O)c2ccccc2)cc1,15%,-40%,-0.2%,-0.7,45,i,1.7%,1.1,-17%,-1.2%
CC(=O)C(Cl)C(=O)Nc1ccccc1 (configuration not stated),-7%,-13%,4.6%,nt,nt,i,-3.7%,1.1,-16%,5.2%
COc1ccc(Cl)cc1NC(=O)CN(C)CC(=O)Nc1ccccc1N1CCOCC1,-25%,-28%,-0.2%,1.8,70,i,-2.1%,1,-22%,-0.6%
CCc1cc(C(=O)NC(C)C2CCCO2)cs1 (configuration not stated),0%,17%,0.3%,-0.3,61,nt,1.1%,nt,1%,nt
CC(C)(O)C#Cc1ccc([C@@H]2C[C@H]3CN(c4ccccc4)C(=O)[C@]34CCCN24)s1,-126%,-1%[20 µM],-0.2%,0.3,81,i,nt,1,40%,3.9%
Cc1ccc(NC(=O)C2CCN(C(=O)[C@@H]3Cc4ccccc4CN3)CC2)c(C)c1,18%,-25%,-0.1%,1.6,64,nt,-0.6%,nt,-10%,nt
CCCC(c1nnnn1Cc1ccc(F)cc1)N1CCN(C)CC1 (configuration not stated),2%,-3%[20 µM],0.2%,0.3,48,i,-5.0%,1,-19%,-1.9%
Cc1nc2cc(Cl)ccc2n1-c1ccccc1,-4%,25%,0.0%,-0.3,100,i,-4.7%,1.1,-16%,1.7%
CN1C(=O)CSc2ccc(NC(=O)NCc3ccco3)cc21,4%,-20%,-0.1%,-0.1,49,i,5.4%,1,10%,-0.5%
Cc1cccc(C(=O)NCC(=O)OCC(=O)N2CCc3ccccc32)c1,-4%,4%,-0.2%,-0.9,39,i,-1.5%,1,-42%,0.0%
COc1ccccc1/C=c1\sc2nc(-c3ccccc3OC)nn2c1=O,-7%,35%,0.0%,14,73,nt,1.3%,0.9,-20%,-0.7%
CCn1c(C)c(C)c2cc(C(=O)NCCCN3CCOCC3)ccc21,26%,-27%,-0.1%,0.2,55,nt,4.7%,nt,8%,nt
O=C(CN1CCCCC1)Nc1cccc(Cl)c1Cl,1%,-2%,1.2%,5.1,48,i,2.7%,1.1,-29%,-2.7%
O=C(COc1ccccc1O)NCCN1CCOCC1,-4%,8%,0.2%,10,57,nt,2.4%,nt,-31%,nt
COc1ccc(CC(NC(C)=O)C(=O)NC2CCN(C(=O)NCc3ccccc3)CC2)cc1 (configuration not stated),-23%,9%,-0.3%,5.5,74,i,-0.2%,1.1,-9%,-0.7%
Cc1cc(NC(=O)CCC(=O)N(c2ccc(C)c(F)c2)C(C(=O)NC2CCCC2)c2ccco2)no1 (configuration not stated),6%,-20%,-0.1%,1.6,51,nt,-1.3%,nt,-25%,nt
O=C1CCNCCN1[C@H](CO)Cc1ccccc1,-6%,-4%[20 µM],-0.3%,5.2,83,nt,-2.9%,nt,-18%,nt
CC(CN1CCCCC1)NC(=O)c1cccs1 (configuration not stated),-1%,22%,0.2%,2.0,45,nt,-2.4%,nt,-31%,nt
C=CCOc1ccc(/C=N/NC(=O)C(C)Sc2ccccn2)cc1OC (configuration not stated),1%,9%,-0.2%,0.0,93,i,10%,1.1,-26%,0.1%
CCc1ccccc1NC(=O)Nn1cnnc1,-7%,0%,0.0%,0.8,70,nt,3.4%,nt,-29%,nt

Some of these compounds in order of the NOD1 NF-kB reporter value, rising.
Structure	NOD2 inhibition	KOR beta-arrestin-1	GPR55 activation	KOR beta-arrestin-2	TNAP activators	NOD1 NF-kB reporter
O=C(CSc1ccc2nnc(-c3ccc(Cl)cc3)n2n1)N1CCCC1	-4%	-3%	-0.1%	-2.3%	1.1	-16%
CCOC(=O)CSc1nnc(CNC(=O)c2cc(OCC)c(OCC)c(OCC)c2)n1C	3%	-4%	0.5%	-2.2%	1.2	-10%
CCn1c(C)c(C)c2cc(C(=O)NCCCN3CCOCC3)ccc21	26%	-27%	-0.1%	4.7%	nt	8%

Additional results
SMILES,NOD2 inhibition,KOR beta-arrestin-1,GPR55 activation,NTR1 ag,NTR1 ag cell count 20 µM,Yfh1-off respiration,KOR beta-arrestin-2,TNAP activators,NOD1 NF-kB reporter,ER stress rescue
COc1ccc(C=O)cc1CSc1nnc(COc2cccc3cccnc23)o1,1%,23%,-0.3%,-0.6,50,i,-5.9%,1,-14%,0.0%
Cc1ccc(C(=O)Nc2nc(-c3cc(Cl)sc3Cl)cs2)cc1,38%,-43%,0.2%,12,80,i,-1.5%,1.2,20%,-2.0%
O=C(O)c1ccc(-c2cccc([N+](=O)[O-])c2)o1,-3%,44%,0.5%,-1.3,62,i,6.4%,nt,9%,nt
Cc1cc(=O)oc2cc(OCC(=O)N3CCN(C(=O)C4COc5ccccc5O4)CC3)ccc12 (configuration not stated),12%,-35%,-0.1%,0.5,77,nt,6.5%,nt,-6%,nt
COc1ccc(C2(c3ccc(OC)cc3)NC(=O)NC2=O)cc1,-3%,3%,0.2%,-0.7,45,nt,-4.2%,nt,-24%,nt
O=C(O)C1C2C=CC(C2)C1C(=O)NC1CCN(Cc2ccccc2)CC1 (configuration not stated),4%,4%,-0.2%,0.2,77,i,-2.2%,1,-38%,5.8%
Cc1cccn2c(=O)c(/C=C(\C#N)C(=O)NC3CCS(=O)(=O)C3)c(N3CC(C)OC(C)C3)nc12 (configuration not stated),11%,29%,0.3%,2.1,40,i,0.3%,nt,-10%,nt
